NCF1 inh: p47phox (human) inhibition | 220,000 tested, 0.53% active | inhibition, % at 24.7 µM | p47phox/p22phox peptide binding, fluorescence polarization, 2 h;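 active = inhibition above about 30%, limit read from the data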;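 also: 0% = p47phox with labelled peptide and 100% = labelled peptide alone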
p97 inhibitor: blocks human p97 ATPase activity | P55072 | recombinant p97 ATPase, Kinase-Glo ATP luminescence, 3 h | inhibition, % at 8 µM | 220,000 tested, 0.42% active | AID 1481; in the data active = inhibition above about 15%;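 also: 0% = DMSO vehicle and 100% = wells lacking enzyme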
Target sequence (P55072 whole entry, looked up): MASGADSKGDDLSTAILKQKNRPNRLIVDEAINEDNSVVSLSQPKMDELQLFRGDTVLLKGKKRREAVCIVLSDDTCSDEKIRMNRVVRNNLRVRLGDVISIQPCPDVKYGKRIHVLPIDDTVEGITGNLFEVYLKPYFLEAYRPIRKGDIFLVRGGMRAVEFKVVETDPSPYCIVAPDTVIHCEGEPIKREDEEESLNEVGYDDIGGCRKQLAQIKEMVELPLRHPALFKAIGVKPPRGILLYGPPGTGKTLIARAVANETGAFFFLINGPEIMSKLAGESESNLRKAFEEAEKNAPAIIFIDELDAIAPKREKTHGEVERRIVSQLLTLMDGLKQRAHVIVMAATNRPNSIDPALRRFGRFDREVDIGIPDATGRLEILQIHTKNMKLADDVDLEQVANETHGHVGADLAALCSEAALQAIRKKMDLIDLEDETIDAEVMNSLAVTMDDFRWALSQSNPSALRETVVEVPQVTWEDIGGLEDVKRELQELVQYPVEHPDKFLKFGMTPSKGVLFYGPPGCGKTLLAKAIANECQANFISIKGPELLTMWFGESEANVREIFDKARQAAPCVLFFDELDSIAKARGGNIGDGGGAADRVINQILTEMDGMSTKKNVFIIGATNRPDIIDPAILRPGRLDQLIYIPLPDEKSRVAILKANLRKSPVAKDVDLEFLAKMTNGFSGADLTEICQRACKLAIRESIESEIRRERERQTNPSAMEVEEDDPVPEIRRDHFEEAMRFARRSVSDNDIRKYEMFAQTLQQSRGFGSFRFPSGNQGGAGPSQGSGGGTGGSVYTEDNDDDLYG
Tb hexokinase: T. brucei hexokinase 1 inhibition. recombinant TbHK1, G6PDH-coupled NADH A340. inhibition, % at 10 µM. 220,000 tested, 0.11% active;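 active = inhibition of 50% or more in the single-dose primary screen; inactive = inhibition below 50%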
PPC-1+TRAIL kill: compounds killing PPC-1 cancer cells with TRAIL present (potentiator screen, no TRAIL-free arm); PPC-1 cells + TRAIL, ATPLite viability luminescence; AID 1443; cell killing (% activity), % at 4 µM; 220,000 tested, 0.41% active;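 active = cell killing above 50% in the first pass at 4 µM, then a duplicate retest at 5 µM averaging 50% or more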;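 also: plate controls were cells with TRAIL plus DMSO for no effect and medium-only wells lacking cells for full effect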
Ba/F3 V617F tox: lowers viability of Ba/F3 cells expressing EpoR and JAK2V617F; ATP luminescence; inhibition, % at 5.6 µM; 220,000 tested, 1.1% active;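 active = inhibition above the campaign mean plus 3 SD over all tested compounds, cut at about 24% in these data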;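 also: cytokine-independent growth of Ba/F3 cells driven by EpoR plus mutant JAK2; 0% = DMSO-treated cells and 100% = JAK inhibitor I control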
RBBP9 inhibitor: human RBBP9 hydrolase inhibition; 220,000 tested, 0.2% active; recombinant RBBP9, FP-Rh probe fluorescence polarization; inhibition, % at 7.94 µM; AID 1515; O75884;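 active = inhibition above the campaign mean of all tested compounds plus 3 SD, cut at about 14% in these data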;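 also: plate controls were DMSO wells with RBBP9 for no effect and wells lacking RBBP9 protein for full effect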
Target sequence (O75884 whole entry, looked up): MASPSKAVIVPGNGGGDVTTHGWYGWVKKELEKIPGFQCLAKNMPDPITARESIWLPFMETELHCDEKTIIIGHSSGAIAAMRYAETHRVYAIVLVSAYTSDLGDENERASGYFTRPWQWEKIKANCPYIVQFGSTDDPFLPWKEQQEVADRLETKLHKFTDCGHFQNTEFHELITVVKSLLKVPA
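Assay system: recombinant human RBBP9; Reagent: Serine-hydrolase probe FP-Rh, 375 nM pre-mixing; Doses: 7.94 µM single dose, 0.794% DMSO; Incubation: 30 min then 45 min, 25 °C; Detection: fluorescence polarization (mP), excitation 525 nm, emission 598 nm; Evaluation: percent inhibition from mP, scaled between DMSO and no-protein wells.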
PGE2 EP2 inh: inhibitors of human EP2 prostaglandin E2 receptor | P43116 | 260,000 tested, 0.52% active | C6 glioma cells expressing human EP2, cAMP TR-FRET; cells stimulated with saturating PGE2 | inhibition, % at 25 µM;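 active = percent inhibition above 40 after rounding to a whole number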;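 also: rat C6 glioma host cells with rolipram phosphodiesterase inhibitor present; the protocol text gives 20 µM as final concentration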
Furin inh: blocks human furin protease activity | inhibition, % at 30 µM | purified furin, fluorogenic substrate cleavage | 220,000 tested, 0.061% active | P09958; in the data active = inhibition above about 25%; also: inactives centre near -15
BaF3 tox: reduces parental Ba/F3 cell viability, JAK2V617F counter-screen. CellTiter-Glo ATP luminescence. inhibition, % at 5.6 µM. 220,000 tested, 1.1% active;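 active = inhibition above a per-campaign cutoff, the mean inhibition of all tested compounds plus 3 SD, cut at about 27% in these data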;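 also: 0% = DMSO wells and 100% = JAK Inhibitor I control wells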
Numbers without * were called inactive; / = not tested or not shown; [ ] = another dose, or the depositor's remark.

SMILES	NCF1 inh	p97 inhibitor	Tb hexokinase	PPC-1+TRAIL kill	Ba/F3 V617F tox	RBBP9 inhibitor	PGE2 EP2 inh	Furin inh	BaF3 tox
COC(=O)c1sccc1NC(=O)c1cccc(OC)c1	-13	0	-11	-2	3	-2	14	-20[20 µM]	6
CNC(=S)Nn1cnc2ccccc21	-8	2	-3	14	-1	-1	7	-28	-17
CCOC(=O)c1cc(-c2ccccc2)sc1NC(=O)C(C)(C)C	5	2	-8	14	-4	-3	10	-20	3
CC(C)(C)N(Cc1cc2ccccc2[nH]c1=O)C(=O)c1ccco1	-1	6	-12	25	1	0	7	-34	6
Oc1ccc(-c2csc(Nc3cccnc3)n2)cc1	-20	8	-9	3	-3	-7	7	-27[20 µM]	5
CCN(CC)C(=O)CSc1ncnc2c1nnn2-c1ccc(OC)cc1	-6	-4	-5	3	0	-14	15	-11	5
Cc1ccc(-n2nc3c(c2NC(=O)c2c(-c4ccccc4Cl)noc2C)CSC3)cc1	-4	0	-7	1	0	-11	18	-27	6
Cc1ccc(CN(Cc2cc3cccc(C)c3[nH]c2=O)C(=S)NCCCN(C)C)cc1	2	4	4	14	-1	-5	9	-27	2
Cc1c(C)c2cc(Cl)c(O)c(CN(C)C)c2oc1=O	6	5	-20	7	-3	4	5	-98[20 µM]	0
Cc1cc(Nc2ccccc2)n(-c2ccc(C(=O)O)cc2)n1	-7	2	0	32	-7	1	4	-16	-1
CCC(C)(C(=O)Nc1ccc2c(c1)OCCO2)N(C(C)=O)c1ccc(C(N)=O)cc1 (stereo not given)	1	-1	-17	0	2	-4	5	-19	1
CCCNC(=O)c1nc(C)c(C)nc1C(=O)Nc1cccc(Cl)c1	-5	0	-9	0	2	-14	11	-21	2
COC(=O)c1ccc(N=CC2=C(O)CC(c3ccccc3)CC2=O)cc1 (stereo not given)	-2	-5	-32	-5	-1	-5	8	-16	1
CC1Cc2ccccc2N1C(=O)CSc1nnc(-c2ccc(S(=O)(=O)N3CCCC3)cc2)n1C (stereo not given)	-8	3	-2	29	-2	-8	11	-33	6
CC(C)Oc1ccc(Cc2n[nH]c(=S)n2Cc2ccccc2)cc1Cl	-5	0	-3	12	1	-9	7	-30	4
CC1(C)C2CCC1(CS(=O)(=O)Nc1ccccc1)C(=O)C2 (stereo not given)	-5	5	0	7	-1	-7	5	-10	9
COCCN(C(=S)Nc1ccc(C)cc1)C(C)c1ccco1 (stereo not given)	-6	1	-7	22	1	2	4	-24	-1
Cn1c(=O)c2c(SCc3c(F)cccc3Cl)nc(CC(C)(C)C)nc2n(C)c1=O	-16	4	6	20	-2	-7	9	-28	1
Cc1c(OCc2nn[nH]n2)ccc2c3c(c(=O)oc12)CCCC3	2	-1	14	-11	0	-5	11	-12	4
CC(CC(=O)O)CC(=O)Nc1ccc(Br)cc1 (stereo not given)	-24	7	-8	-11	-4	-5	12	-1	-2

Part of the list above in order of molar mass, rising:
SMILES	NCF1 inh	p97 inhibitor	Tb hexokinase	PPC-1+TRAIL kill	Ba/F3 V617F tox	RBBP9 inhibitor	PGE2 EP2 inh	Furin inh	BaF3 tox
Oc1ccc(-c2csc(Nc3cccnc3)n2)cc1	-20	8	-9	3	-3	-7	7	-27[20 µM]	5
COC(=O)c1sccc1NC(=O)c1cccc(OC)c1	-13	0	-11	-2	3	-2	14	-20[20 µM]	6
Cc1cc(Nc2ccccc2)n(-c2ccc(C(=O)O)cc2)n1	-7	2	0	32	-7	1	4	-16	-1
CC1(C)C2CCC1(CS(=O)(=O)Nc1ccccc1)C(=O)C2 (stereo not given)	-5	5	0	7	-1	-7	5	-10	9
Cc1c(OCc2nn[nH]n2)ccc2c3c(c(=O)oc12)CCCC3	2	-1	14	-11	0	-5	11	-12	4
CCOC(=O)c1cc(-c2ccccc2)sc1NC(=O)C(C)(C)C	5	2	-8	14	-4	-3	10	-20	3
CCCNC(=O)c1nc(C)c(C)nc1C(=O)Nc1cccc(Cl)c1	-5	0	-9	0	2	-14	11	-21	2
CCN(CC)C(=O)CSc1ncnc2c1nnn2-c1ccc(OC)cc1	-6	-4	-5	3	0	-14	15	-11	5
CC(C)Oc1ccc(Cc2n[nH]c(=S)n2Cc2ccccc2)cc1Cl	-5	0	-3	12	1	-9	7	-30	4
CCC(C)(C(=O)Nc1ccc2c(c1)OCCO2)N(C(C)=O)c1ccc(C(N)=O)cc1 (stereo not given)	1	-1	-17	0	2	-4	5	-19	1
Cn1c(=O)c2c(SCc3c(F)cccc3Cl)nc(CC(C)(C)C)nc2n(C)c1=O	-16	4	6	20	-2	-7	9	-28	1
Cc1ccc(-n2nc3c(c2NC(=O)c2c(-c4ccccc4Cl)noc2C)CSC3)cc1	-4	0	-7	1	0	-11	18	-27	6
CC1Cc2ccccc2N1C(=O)CSc1nnc(-c2ccc(S(=O)(=O)N3CCCC3)cc2)n1C (stereo not given)	-8	3	-2	29	-2	-8	11	-33	6

Remaining list, next part.
SMILES	NCF1 inh	p97 inhibitor	Tb hexokinase	PPC-1+TRAIL kill	Ba/F3 V617F tox	RBBP9 inhibitor	PGE2 EP2 inh	Furin inh	BaF3 tox
O=C(CSc1ccc2c(c1)OCCO2)NCCN1C(=O)CSC1=O	-11	-2	7	13	-3	-5	11	-10	-1
C#CCNC(=O)C1=C[C@H](c2ccc(Br)cc2)C[C@H](OCCCCO)O1	/	7	0	4	-2	1	13	-21	1
CCC1(CC)NC(=O)NC1=O	-2	3	-1	11	-4	2	2	-18[20 µM]	0
COc1cc(C=O)ccc1OCCCOc1ccccc1C(=O)O	-8	3	0	9	0	-3	11	-15	1
O=C(Oc1ccc2cc(Br)ccc2c1)c1cccnc1	-1	3	0	-1	2	-6	6	-4[20 µM]	6
CC(C)Sc1ncc(S(=O)(=O)c2ccccc2)c(=O)[nH]1	-1	1	-1	-13	4	-8	5	-17	7
Cc1ccc(/C=N/NC(=O)Cn2nnc(N)n2)o1	-1	0	-35	-4	1	4	13	-26	1
CC(C)OC(=O)/C(=C/c1ccc(Br)cc1)NC(=O)c1ccco1	6	5	-4	24	-4	-1	8	-25	4
CN(CCCNC(=O)c1ccc(N2CCCC2=O)cc1)c1ccccc1	-2	3	-5	7	-3	3	5	-16[20 µM]	3
CCOC(=O)C1=C(C)C2C3C(=O)N(c4ccc(C)cc4C)C(=O)C3C1(C)C1C(=O)N(c3ccc(C)cc3C)C(=O)C21 (stereo not given)	-9	3	8	14	-6	-8	7	-18	-2
CCCCOCC1CN(c2ccccc2)C(=O)CS1 (stereo not given)	-17	3	19	2	1	-1	3	-18[20 µM]	2
CC1CC1C(=O)Nc1nc(-c2cccs2)c(-c2cccs2)s1 (stereo not given)	-12	5	14	0	-3	-4	10	-14	3
COC(=O)c1cc(OC)c(OC)cc1NC(=O)CN1C(=O)c2ccccc2C1=O	-9	3	-8	28	1	8	5	-9[20 µM]	5
COC(=O)C1=NN(C(=O)c2ccccc2)C(C)(O)C1 (stereo not given)	-2	-1	2	13	4	2	6	-14[20 µM]	5
Cc1nc2sc(-c3ccccc3)cc2c(=O)n1/N=C/N(C)C	-49	2	-49	-2	1	-3	6	-15	10
Cc1nc2ccccc2n1CCc1nc2c3ccccc3nc(SCC(=O)NCc3ccco3)n2n1	19	-1	-13	9	0	1	11	-19	4
Cc1c(C(=O)NCC2CCCO2)oc2ccc3c(c12)C(=O)CC(C)(C)O3 (stereo not given)	-15	-6	-20	38	0	-4	12	-15	94*
COc1ccccc1/C=C/C(=O)c1ccc(Cl)cc1	-11	-7	-4	1	1	-7	8	0[20 µM]	0
Cc1ccc(C(=O)CSc2nc3cccnc3n2C)cc1	-13	2	-6	9	-4	-4	13	0[20 µM]	0
COc1c(Cl)cc(C(=O)Nc2ccccc2-c2ccccc2)cc1Cl	-3	-2	23	24	-1	-2	/	-13	7

Limited to Furin inh (2 entries from above):
SMILES	Furin inh
COc1ccccc1/C=C/C(=O)c1ccc(Cl)cc1	0[20 µM]
Cc1ccc(C(=O)CSc2nc3cccnc3n2C)cc1	0[20 µM]

More entries.
SMILES	NCF1 inh	p97 inhibitor	Tb hexokinase	PPC-1+TRAIL kill	Ba/F3 V617F tox	RBBP9 inhibitor	PGE2 EP2 inh	Furin inh	BaF3 tox
Cc1ccc(Cn2nnc3c(=O)n(CC(=O)OCc4ccccc4)cnc32)cc1	-12	-5	7	3	-2	-6	2	-7[20 µM]	-2
CC(C)CCNC(=O)NC(=O)COc1c(F)c(F)cc(F)c1F	-9	-9	0	13	0	-4	14	-16[20 µM]	1
Nc1nonc1-n1nnc(C(=O)N/N=C/c2ccc(OCc3ccc(F)cc3)cc2)c1COc1ccccc1	-12	3	-56	6	0	-9	2	-21	-5
O=C(N/N=C/C=C\c1ccccc1[N+](=O)[O-])c1cc(-c2ccccc2)nc2ccccc12	3	-3	-9	19	5	-4	7	-14	8
O=C(O)c1nc(N2CCOCC2)nc(N2CCOCC2)n1	-4	0	7	0	-1	-7	6	-7[20 µM]	-1
CC1Cc2ccccc2N1C(=O)COC(=O)c1ccc(Cl)nc1 (stereo not given)	-8	3	-4	-8	-1	-3	6	-13	6
O=C(COc1cc(F)ccc1[N+](=O)[O-])Nc1cccc(Br)c1	-8	1	1	25	-4	-10	6	-22	0
C=CCn1c(Cc2ccc(OC)cc2)nnc1SCC(=O)c1cccc([N+](=O)[O-])c1	-6	-6	1	4	1	-5	27	-13[20 µM]	-1
COc1ccc(NC(=O)CSc2nnc(-c3ccccc3Cl)n2Cc2ccco2)c(OC)c1	-11	0	-3	0	-4	-3	11	-22	3
COC(=O)c1ccc(C)c(NC(=O)c2c(-c3ccccc3)noc2C)c1	0	0	-3	19	0	-10	8	-20	3
COc1ccc(OCC(=O)NNC(=O)c2cccc(C)c2)cc1	-2	8	-6	-4	0	2	1	-22	1
CCOCCn1c(CN2CCN(CC)CC2)nc2c1c(=O)n(C)c(=O)n2C	0	5	2	-6	-5	-1	5	-14	0
CCCOc1ccc(-c2nc(C#N)c(NCCCn3ccnc3)o2)cc1	-9	-5	4	-7	0	0	10	-19[20 µM]	9
O=C(Cn1ccc(C(F)(F)F)n1)N=Nc1c(O)[nH]c2ccc(Br)cc12	-3	-2	-12	-6	2	-8	7	1	5
COC(=O)[C@@]1(Cc2ccc(F)cc2)[C@H]2c3cc(C(=O)N(C)C)n(CCc4ccccn4)c3C[C@H]2CN1C(=O)c1ccccc1	-8	-3	-1	10	0	-1	11	-21	3
COc1ccccc1NC(=S)N1CCC(NC(=O)NC23CC4CC(CC(C4)C2)C3)CC1	-2	0	-8	6	-1	-7	9	-22[20 µM]	-1
O=C(Cn1ccc([N+](=O)[O-])n1)Nc1nc2ccccc2s1	0	-3	5	9	3	-16	12	-9	4
O=C1NC2(CCCCC2)Cc2ccccc21	-3	7	-1	0	-4	-6	11	-11	0
COc1ccc(NC(=O)c2cc(-c3ccco3)nc3ccccc23)cc1S(=O)(=O)N1CCOCC1	-5	13	-24	5	-4	-4	11	-11	0
Cc1cccc(/C=C2/SC(=O)N(Cc3ccccc3)C2=O)n1	-9	5	-2	-4	-1	2	10	-18[20 µM]	2

Screens (PubChem BioAssay)

Only part of the results is shown, so the mix of outcomes need not match the whole.
